Screening results: PubChem, several laboratories
BAP1 inh: inhibitors of BAP1 deubiquitinase, primary screen, biochemical, Ub-AMC fluorescence, kinetic | activity remaining (% of control), % at 20 µM | AID 436, 2006 | Ubiquitin carboxyl-terminal hydrolase BAP1 (Homo sapiens), Q92560 | 72,000 compounds, 0.48% hits | recombinant BAP1, Ub-AMC hydrolysis fluorescence kinetic; stronger effect = lower value;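 active = activity remaining at or below 50% of control, provided the compound also passes the data quality filters; inactive = the rest, including low values that fail the filters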;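 note: 100% = DMSO wells rate and 0% = substrate alone blank rate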
Target sequence (Q92560 whole entry, looked up): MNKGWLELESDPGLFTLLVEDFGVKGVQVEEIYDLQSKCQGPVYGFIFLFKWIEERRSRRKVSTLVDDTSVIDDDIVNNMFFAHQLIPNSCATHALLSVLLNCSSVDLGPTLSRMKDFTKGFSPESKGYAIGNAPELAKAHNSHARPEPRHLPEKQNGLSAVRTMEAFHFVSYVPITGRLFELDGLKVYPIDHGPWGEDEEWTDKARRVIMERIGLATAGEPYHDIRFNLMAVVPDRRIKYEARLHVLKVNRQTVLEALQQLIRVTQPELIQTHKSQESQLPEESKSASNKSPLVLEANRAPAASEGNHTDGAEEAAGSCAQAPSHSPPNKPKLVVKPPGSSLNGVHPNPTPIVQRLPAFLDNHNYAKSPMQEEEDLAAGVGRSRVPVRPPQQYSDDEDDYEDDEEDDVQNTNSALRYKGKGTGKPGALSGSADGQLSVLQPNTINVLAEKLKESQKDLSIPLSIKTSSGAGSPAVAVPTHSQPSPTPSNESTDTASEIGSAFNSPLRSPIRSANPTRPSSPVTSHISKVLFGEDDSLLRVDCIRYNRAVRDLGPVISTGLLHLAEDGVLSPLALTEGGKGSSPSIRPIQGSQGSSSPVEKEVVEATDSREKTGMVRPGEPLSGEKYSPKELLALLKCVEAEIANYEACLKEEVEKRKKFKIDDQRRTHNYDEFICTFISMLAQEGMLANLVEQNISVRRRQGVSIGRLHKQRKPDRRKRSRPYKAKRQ
HePTP inhibitor: inhibitors of human HePTP phosphatase, primary screen, biochemical, absorbance, leukemia target; Tyrosine-protein phosphatase non-receptor type 7 (Homo sapiens), P35236; recombinant HePTP phosphatase activity, OD absorbance; inhibition, % at 20 µM; 110,000 compounds, 0.64% hits; AID 521, 2006; in the data active = inhibition above about 50%;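 note: plate controls were vehicle for no effect and reference inhibitor for full effect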
Target sequence (P35236 whole entry, looked up): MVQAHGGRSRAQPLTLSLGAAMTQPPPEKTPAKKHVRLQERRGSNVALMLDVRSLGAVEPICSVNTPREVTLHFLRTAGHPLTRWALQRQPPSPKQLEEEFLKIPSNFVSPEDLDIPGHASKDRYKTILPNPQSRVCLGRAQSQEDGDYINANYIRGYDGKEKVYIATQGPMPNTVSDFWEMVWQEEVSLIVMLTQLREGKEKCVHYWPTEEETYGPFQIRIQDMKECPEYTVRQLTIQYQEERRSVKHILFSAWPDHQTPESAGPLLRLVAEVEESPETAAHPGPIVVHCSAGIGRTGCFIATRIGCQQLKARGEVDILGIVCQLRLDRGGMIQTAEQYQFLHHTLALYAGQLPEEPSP
* hit, by the source's call; & = joins results of further samples.

`O=C1CCC(C(=O)OCc2cc(Cl)ccc2OC(F)F)N1` (stereo not given) gave BAP1 inh 82 and HePTP inhibitor -9.
Screening COc1cccc(NC(=O)c2cc(-c3ccc(OC)c(OC)c3)nc3ccccc23)c1 returned HePTP inhibitor 9.
For COc1ccc(C(CC(=O)O)NC(=O)C2CCCCC2)cc1C (stereo not given) the results were BAP1 inh 79.
Cc1cc(=O)[nH]c(N2CCCC2)n1 was read as BAP1 inh 90 and HePTP inhibitor 0.
`COc1ccc(C2CC(=O)C3=C(C2)Nc2ccccc2NC3c2ccc(C)o2)cc1` (stereo not given) gave BAP1 inh 174 and HePTP inhibitor 8.
O=C(Cc1cccs1)NCc1ccco1 was read as BAP1 inh 96 and HePTP inhibitor 3.
Screening CC(C)Oc1ccccc1C1Nc2ccccc2NC2=C1C(=O)CC(c1ccc(Cl)cc1)C2 (stereo not given) returned HePTP inhibitor 13.
`CCOc1ccc(C2/C(=C(/O)c3ccccc3)C(=O)C(=O)N2CCCN(C)C)cc1OC` (stereo not given) gave BAP1 inh 118 and HePTP inhibitor 10.
For COc1cc(N2C(=O)C3C4C=CC(C4)C3C2=O)c(OC)cc1Cl (stereo not given) the results were BAP1 inh 58.
Cc1ccc(C(=O)Nc2ccc(Nc3ccccc3)cc2)cc1[N+](=O)[O-] was read as HePTP inhibitor 10.
`CC(=O)c1cccc(NC(=O)c2cc(-c3ccc(F)cc3)on2)c1` gave BAP1 inh 68 and HePTP inhibitor 6.
`O=C(N/C(=C/c1cccs1)C(=O)N1CCOCC1)c1ccccc1` gave HePTP inhibitor -2.
For C=CCc1ccccc1OCCOc1ccc(/C=C2/SC(=S)N(C)C2=O)cc1 the results were HePTP inhibitor -9.
Screening CCOc1ccc(S(=O)(=O)n2cnc3cc([N+](=O)[O-])ccc32)c2ccccc12 returned HePTP inhibitor 3.
`Brc1cccc(/C=N\n2cnnc2)c1` gave BAP1 inh 103 and HePTP inhibitor 5.

Structural class: the compounds so far with a furan ring, fused or not.
`COc1ccc(C2CC(=O)C3=C(C2)Nc2ccccc2NC3c2ccc(C)o2)cc1` (stereo not given) gave BAP1 inh 174 and HePTP inhibitor 8.
O=C(Cc1cccs1)NCc1ccco1 was read as BAP1 inh 96 and HePTP inhibitor 3.

Carrying on:
Screening O=C(Nc1ccc(Cc2ccc(NC(=O)C3CC3)c(O)c2)cc1O)C1CC1 returned BAP1 inh 95 and HePTP inhibitor -1.
For COc1cc(C=NN2CCN(Cc3ccc(C)cc3C)CC2)cc(OC)c1OC the results were HePTP inhibitor -1.
CN1C(=O)CC(N2CCN(C/C=C/c3ccccc3)CC2)C1=O (stereo not given) was read as HePTP inhibitor -1.
CCN1CCN(C(c2cccs2)C(C)NS(=O)(=O)c2ccc(F)cc2)CC1 (stereo not given) was read as BAP1 inh 94 and HePTP inhibitor 4.
`COc1ccccc1C(c1nnnn1C(C)(C)C)N1CCN(Cc2ccncc2)CC1` (stereo not given) gave BAP1 inh 92 and HePTP inhibitor -2.
Screening O=C(O)CC(C(=O)N(c1ccccc1)c1ccccc1)N1CCOCC1 (stereo not given) returned BAP1 inh 110 and HePTP inhibitor 4.
Clc1ss/c(=N\c2ccccn2)c1Cl was read as BAP1 inh 87 and HePTP inhibitor -9.
For COc1cccc(C(=O)Nc2cccc(Cl)c2C)c1 the results were HePTP inhibitor -4.
`O=S(=O)(Nc1nc2ccccc2nc1NCc1ccco1)c1cccs1` gave BAP1 inh 105 and HePTP inhibitor 5.
`O=C(Nc1ccccc1)N(C1=NCCC1)c1ccc(OC(F)F)cc1` gave BAP1 inh 89 and HePTP inhibitor -4.
For O=C1CSC(=S)N1c1cccc([N+](=O)[O-])c1 the results were BAP1 inh 97.
CCOc1cc(C(=O)Nc2ccc(Br)cn2)cc(OCC)c1OCC was read as HePTP inhibitor -6.
`CSC1=NCCN1C(=O)Cc1cccs1` gave BAP1 inh 103 and HePTP inhibitor 10.
Screening O=C(c1cc2ccccc2o1)c1nc2c(n1O)CCCCC2 returned HePTP inhibitor -10.
For COc1ccc(CC(=O)Nc2nc(-c3ccc4ccccc4c3)cs2)cc1 the results were HePTP inhibitor -3.
O=C(NCc1ccncc1)C1CCCC1 was read as HePTP inhibitor 11.
For Cc1nnc(SCCCN2C(=O)c3ccccc3C2=O)o1 the results were BAP1 inh 96 and HePTP inhibitor 10.
`CCN(CC)S(=O)(=O)c1cc(C(=O)n2cccn2)c(Cl)cc1Cl` gave BAP1 inh 113 and HePTP inhibitor 0.
For COCCn1nnnc1C(c1cc2cc(OC)ccc2[nH]c1=O)N1CCC(Cc2ccccc2)CC1 (stereo not given) the results were HePTP inhibitor -7.
C#CCOc1c(Br)cc(C2C(C(=O)OC)=C(C)NC3=C2C(=O)c2ccccc23)cc1OC (stereo not given) was read as HePTP inhibitor 1.
`CCN1CCCC1CNC(=O)C1c2ccccc2C(=O)N(CCOC)C1c1ccc(F)cc1` (stereo not given) gave HePTP inhibitor 0.
COc1cc2ccccc2cc1C(=O)Nc1cccc(S(N)(=O)=O)c1 was read as HePTP inhibitor 4.
Screening O=C(c1ccco1)N1CCN(c2ncnc3c2[nH]c2ccccc23)CC1 returned BAP1 inh 82 and HePTP inhibitor 8.
Screening CCCn1c(SCC(=O)N2CCN(S(=O)(=O)c3ccc(Cl)cc3)CC2)n[nH]c1=O returned BAP1 inh 95 and HePTP inhibitor 7.
For O=C(COc1ncnc2ccccc12)NC1CCS(=O)(=O)C1 (stereo not given) the results were BAP1 inh 101 and HePTP inhibitor 8.
O=C1CCCc2nc(N3CCN(C(c4ccccc4)c4ccccc4)CC3)ncc21 was read as BAP1 inh 69 and HePTP inhibitor 7.
Screening S=c1[nH]nc(-c2ccco2)o1 returned BAP1 inh 130.
For COc1ccc(Cc2nc(-c3ccc(-n4cccc4)cc3)no2)cc1OC the results were BAP1 inh 81 and HePTP inhibitor 2.
Cc1ccc(-c2csc(N/N=C/c3cc(Br)ccc3O)n2)cc1 was read as HePTP inhibitor 6.
`C=C(C)CN1CCN(c2c(Cc3ccccc3)c(C)c(C#N)c3nc4ccccc4n23)CC1` gave HePTP inhibitor -12.
Screening O=C(CN1C(=O)c2cccc3cccc1c23)N1CCN(c2ccc(F)cc2)CC1 returned HePTP inhibitor -6.
For COc1ccccc1-c1c(C(F)(F)F)oc2c(CN3CC(C)OC(C)C3)c(O)ccc2c1=O (stereo not given) the results were HePTP inhibitor 7.
O=C(Nc1cc2c(s1)CCCC2)c1ccccc1 was read as HePTP inhibitor 2.
COC(=O)CCC(=O)c1ccc(C(C)(C)c2ccc(C(=O)CCC(=O)OC)s2)s1 was read as HePTP inhibitor 3.
COc1ccc2c(c1)CC/C2=N/OC(=O)c1ccc(OC)c([N+](=O)[O-])c1 was read as HePTP inhibitor 25.
For O=C(Nc1nc(-c2ccccn2)cs1)c1sc2ccccc2c1Cl the results were BAP1 inh 64.
`C=C(C)C1CCC(C)=C1CC(C)(C)/C=N\n1cnnc1` (stereo not given) gave BAP1 inh 90 and HePTP inhibitor 9&5.
For COC(=O)c1cc2oc(C)cc2n1CC(=O)Nc1cc(C)cc(C)c1 the results were BAP1 inh 99 and HePTP inhibitor 3.
For CN(CCCNC(=O)C1CCN(S(=O)(=O)N2CCC3(CC2)OCCO3)CC1)Cc1ccccc1 the results were BAP1 inh 94 and HePTP inhibitor 6.
Screening O=C(NCCO)C1(c2ccccc2)CCCC1 returned BAP1 inh 140 and HePTP inhibitor -4.
`Cn1c(=O)n(Cc2ccccc2)c(=O)c2c1nc(NCC1CCCO1)n2Cc1ccccc1` (stereo not given) gave BAP1 inh 89 and HePTP inhibitor 10.
O=C1CC(c2ccccc2)CC2=C1C(c1ccc(OC(F)(F)F)cc1)Nc1ccccc1N2 (stereo not given) was read as HePTP inhibitor 9.
CC1CCN(C2CC(=O)N(c3ccc(Br)cc3Br)C2=O)CC1 (stereo not given) was read as BAP1 inh 106 and HePTP inhibitor -9.
For O=c1c2ccccc2c2ccccc2c(=O)n1Cc1ccco1 the results were BAP1 inh 140 and HePTP inhibitor -2.
For COc1ccc(N(CC(=O)NCc2ccco2)S(=O)(=O)c2c(C)nn(C)c2C)cc1 the results were BAP1 inh 105 and HePTP inhibitor 4.
`COc1ccc(C(=O)NCC2CCCO2)c(OC)c1` (stereo not given) gave HePTP inhibitor -12.
Screening CN(C)CCCN1C(=O)c2oc3ccccc3c(=O)c2C1c1cccs1 (stereo not given) returned BAP1 inh 96 and HePTP inhibitor 14.
Screening CN1C(=O)CSc2ccc(NC(=O)NCc3cccnc3)cc21 returned BAP1 inh 63 and HePTP inhibitor 6.
Cc1ccc(/C=N/c2nc3ccc(Br)cc3n2C)c(O)c1 was read as HePTP inhibitor -3.
Cc1ccc(-c2[nH]nc3c2C(c2ccoc2)C(C#N)=C(N)O3)cc1C (stereo not given) was read as BAP1 inh 89 and HePTP inhibitor 2.
Screening CC1CCCC(C)N1C(=O)c1ccc(I)cc1 (stereo not given) returned HePTP inhibitor 10.
For COCCCNS(=O)(=O)c1cc(Cl)ccc1Cl the results were HePTP inhibitor 5.
Screening CN(Cc1ccccc1)C(=O)CSc1nc2ccccc2c(=O)n1Cc1ccco1 returned BAP1 inh 88 and HePTP inhibitor 6.
CCOC(=O)C1=C(C)NC(=O)NC1c1ccccc1Cl (stereo not given) was read as BAP1 inh 99 and HePTP inhibitor 1&10.
For COc1ccccc1/C=C/CN1CCOCC1 the results were BAP1 inh 103 and HePTP inhibitor -1.
`COc1ccc(S(=O)(=O)N2CCCC2C(=O)Nc2ccc(C)cc2)cc1` (stereo not given) gave BAP1 inh 102 and HePTP inhibitor 9.
`O=C(O)c1cc2n(n1)C(C(F)(F)F)CC(c1cccs1)N2` (stereo not given) gave HePTP inhibitor -12.
For c1cncc(-c2nnc(-c3cccs3)o2)c1 the results were BAP1 inh 99 and HePTP inhibitor -5.
`Cn1c(=O)c2c(nc(N3CCc4ccccc4C3)n2Cc2ccc(Br)cc2)n(C)c1=O` gave BAP1 inh 119 and HePTP inhibitor 11.
O=[N+]([O-])c1cc(-c2ccn[nH]2)c(Cl)cc1Cl was read as HePTP inhibitor 7.

Arranged by heavy-atom count (low to high): some entries from above.
O=[N+]([O-])c1cc(-c2ccn[nH]2)c(Cl)cc1Cl was read as HePTP inhibitor 7.
Screening CC1CCCC(C)N1C(=O)c1ccc(I)cc1 (stereo not given) returned HePTP inhibitor 10.
`COc1ccc(C(=O)NCC2CCCO2)c(OC)c1` (stereo not given) gave HePTP inhibitor -12.
CCOC(=O)C1=C(C)NC(=O)NC1c1ccccc1Cl (stereo not given) was read as BAP1 inh 99 and HePTP inhibitor 1&10.
Cc1ccc(/C=N/c2nc3ccc(Br)cc3n2C)c(O)c1 was read as HePTP inhibitor -3.
CC1CCN(C2CC(=O)N(c3ccc(Br)cc3Br)C2=O)CC1 (stereo not given) was read as BAP1 inh 106 and HePTP inhibitor -9.
For O=c1c2ccccc2c2ccccc2c(=O)n1Cc1ccco1 the results were BAP1 inh 140 and HePTP inhibitor -2.
Cc1ccc(-c2[nH]nc3c2C(c2ccoc2)C(C#N)=C(N)O3)cc1C (stereo not given) was read as BAP1 inh 89 and HePTP inhibitor 2.
`COc1ccc(S(=O)(=O)N2CCCC2C(=O)Nc2ccc(C)cc2)cc1` (stereo not given) gave BAP1 inh 102 and HePTP inhibitor 9.
For COc1ccc(N(CC(=O)NCc2ccco2)S(=O)(=O)c2c(C)nn(C)c2C)cc1 the results were BAP1 inh 105 and HePTP inhibitor 4.
`Cn1c(=O)c2c(nc(N3CCc4ccccc4C3)n2Cc2ccc(Br)cc2)n(C)c1=O` gave BAP1 inh 119 and HePTP inhibitor 11.
O=C1CC(c2ccccc2)CC2=C1C(c1ccc(OC(F)(F)F)cc1)Nc1ccccc1N2 (stereo not given) was read as HePTP inhibitor 9.

Next section.
For Cn1ncc(C#N)c1NC(=O)C1CC(c2c(F)cccc2Cl)=NO1 (stereo not given) the results were BAP1 inh 98 and HePTP inhibitor 8.
CCOC(=O)N1CCN(c2cc(C)c([N+](=O)[O-])cc2F)CC1 was read as HePTP inhibitor 3.
`COC(=O)C1C(c2ccccc2)=NN(c2ccccc2)C1C(=O)OC` (stereo not given) gave HePTP inhibitor 1.
CSc1nncc(-c2ccc(F)c(F)c2)n1 was read as BAP1 inh 105 and HePTP inhibitor 8.
Cc1cccc(OCCOc2ccccc2/C=N/n2cnnc2)c1 was read as HePTP inhibitor 4.
For COc1ccc(OC)c(NCC(O)Cn2c3ccc(Br)cc3c3cc(Br)ccc32)c1 (stereo not given) the results were BAP1 inh 69.
COc1ccc(Cl)cc1N(CC(=O)NCCSc1nc2ccccc2s1)S(=O)(=O)c1ccccc1 was read as HePTP inhibitor -4.
Screening O=C(Cc1cccs1)NCc1ccccc1F returned BAP1 inh 123 and HePTP inhibitor 5.
Screening CCOC(=O)C1=C(C)NC(=S)NC1c1ccc(OCc2ccccc2)cc1 (stereo not given) returned HePTP inhibitor 6.
`CCN1C(=O)/C(=C\c2ccccc2O)C(C(=O)OC)=C1C` gave HePTP inhibitor 4.
Screening Cc1cc(NC(=O)Nc2cccc(F)c2)no1 returned HePTP inhibitor 6.
Screening COc1ccc(OC)c(NC(=O)/C=C/c2ccc(Cl)cc2Cl)c1 returned HePTP inhibitor -10.
Screening Cc1ccc(NC(=O)CN(c2ccc(Br)cc2)S(C)(=O)=O)cc1 returned HePTP inhibitor -1.
Screening O=C(Nc1ccc(OCc2ccccc2)cc1)c1ccc(Cl)c([N+](=O)[O-])c1 returned HePTP inhibitor 4.
`Cn1c(C(=O)N2CCc3ccccc32)cc2c(=O)n3ccccc3nc21` gave BAP1 inh 75 and HePTP inhibitor -7.
